Screening results as filed in PubChem.
Giardia killer – Giardia lamblia killing; AID 540267; Giardia lamblia trophozoite viability; 0.15% of 340,000 active; activity change, % at 7.66 µM, hits read low; in the data active = activity change below about -80%; inconclusive = between about -30% and that limit;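 note: parasites exposed to compound for two days anaerobically before the ATP read; % is set by controls: 0 for no effect and ±100 for the full control effect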
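Trophozoite viability was measured as ATP-dependent luminescence, read 15-30 min after reagent addition. Before that, parasites at 100 cells/well were exposed to compounds for 48 h, anaerobically, at 37 deg C.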
KCNH2 3.1 inh – blocks the human KCNH2 3.1 channel isoform. 0.95% of 340,000 active. U2OS KCNH2 3.1, thallium flux FluxOr; hits give low values. activity change, % (tested at about 1.8 µM). AID 720553;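 active = maximum activity change below -70%; inconclusive = maximum activity change from -70% to -50%; inactive = maximum activity change above -50%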;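 note: thallium influx rate constant from kinetic fluorescence after stimulation buffer; % is set by controls: 0 for no effect and ±100 for the full control effect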
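Kinetic fluorescence (2 min after stimulation buffer) measures Tl+ influx through KCNH2 3.1 expressed by viral transduction in U2OS cells; the rate constant is normalized against DMSO controls serving as positive and negative references.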
ELG1 genotoxic – induces genotoxicity in HEK293T cells with luciferase-tagged ELG1; HEK293T ELG1-luciferase reporter, luminescence, 16 h; Potency, µM (series often up to 46 µM), for the others: top-dose activity change, positive = activation, most hits filed as activators; 1.3% of 330,000 active; AID 504466; note: potency is the fitted concentration of half-maximal effect; % of control where 0% means no effect; nearly all actives have a fitted effect of over 60% in size
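Genotoxicity was scored as increased ELG1-luciferase reporter signal, measured by ONE-Glo luminescence (30 min, room temperature). Compound or vehicle exposure of the HEK293T reporter cells lasted 16 hr at 37°C.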
Gal4-VP16 FLuc – counter-screen for ROR gamma inhibitors: Gal4-VP16 reporter; Drosophila S2 Gal4-VP16 UAS-luciferase, luminescence, 20 h; Potency, µM (top dose mostly 53.6 µM), for the others: at the highest dose activity, negative = inhibition, actives largely listed as inhibitors; 3.5% of 310,000 active; AID 2546;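 note: Gal4-VP16 expression switched on by copper sulfate through the metallothionein promoter; potency is the fitted concentration of half-maximal effect; % is set by controls: 0 for no effect and ±100 for the full control effect; nearly all actives have a fitted effect of over 50% in size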
FLuc counter – counter-screen for miR-21 project: firefly luciferase inhibitors or activators. purified FLuc, Km substrates, luminescence inhibition. Potency, µM (doses to about 57.5 µM), for inactives: top-dose activity change, negative = inhibition, most hits filed as inhibitors. 6.9% of 360,000 active. AID 588342;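 note: potency is the fitted concentration of half-maximal effect; plate controls were vehicle for no effect and reference inhibitor for full effect; nearly all actives have a fitted effect of over 55% in size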
Target sequence (P08659 whole entry, looked up): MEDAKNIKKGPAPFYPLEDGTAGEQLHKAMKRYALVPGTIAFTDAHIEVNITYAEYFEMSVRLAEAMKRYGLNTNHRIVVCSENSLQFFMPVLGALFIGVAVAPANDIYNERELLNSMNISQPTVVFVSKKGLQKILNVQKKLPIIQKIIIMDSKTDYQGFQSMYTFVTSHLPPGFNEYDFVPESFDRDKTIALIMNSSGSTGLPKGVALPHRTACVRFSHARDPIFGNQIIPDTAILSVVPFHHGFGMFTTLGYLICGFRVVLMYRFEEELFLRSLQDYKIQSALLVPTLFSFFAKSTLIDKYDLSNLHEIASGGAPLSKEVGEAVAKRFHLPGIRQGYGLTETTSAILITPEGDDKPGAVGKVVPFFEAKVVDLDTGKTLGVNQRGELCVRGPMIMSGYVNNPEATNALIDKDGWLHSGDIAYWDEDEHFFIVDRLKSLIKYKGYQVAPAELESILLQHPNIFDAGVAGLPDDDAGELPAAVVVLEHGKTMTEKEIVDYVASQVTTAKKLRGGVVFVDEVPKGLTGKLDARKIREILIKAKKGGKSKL
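Purified P. pyralis luciferase (10nM final) with 10uM D-luciferin and 10uM ATP (Km levels) in 50mM Tris acetate pH 7.5, 10mM Mg acetate, 0.01% Tween-20, 0.05% BSA; qHTS 6-point titration, ~60 µM downward; luminescence read.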
uPA generation – cell surface uPA generation inhibition | Potency, µM (series often up to 38.3 µM), without a hit: at the highest dose activity change, negative = inhibition, actives largely listed as inhibitors | cell surface uPA generation assay, qHTS | 0.31% of 330,000 active; active = well fitted inhibition curve with a large enough effect; inconclusive = small, poorly fitted or top-dose-only effect; inactive = no such curve, though single readings can be large or run the other way; tested in mouse RAW 264.7 cells; note: potency is the fitted concentration of half-maximal effect; % is set by controls: 0 for no effect and ±100 for the full control effect; nearly all actives have a fitted effect of over 55% in size
Rab9 prom act – activators of Rab9 promoter | Huh7 Rab9 promoter-luciferase reporter, luminescence, 24 h | 2.8% of 320,000 active | AID 485297 | Potency, µM (titrated, usually from 9.22 µM), without a hit: top-dose activation, negative = inhibition, actives largely listed as activators; note: potency is the fitted concentration of half-maximal effect; % of control where 0% means no effect; nearly all actives have a fitted effect of over 60% in size
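Luciferase signal after 10 min detection reagent at ambient indicates Rab9 promoter upregulation; stably transfected Huh7 cells were treated 24 h with compound in DMSO at 37 °C, 5% CO2.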
Tb PFK block – blocks T. brucei phosphofructokinase. T. brucei PFK, ADP-Glo luminescence. O15648. 0.17% of 330,000 active. Potency, µM (titrated, usually from 57.5 µM), for inactives: at the highest dose activity, negative = inhibition, hits mostly inhibitors. AID 485367;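 note: potency is the fitted concentration of half-maximal effect; 0% = uninhibited 1x PFK enzyme wells and -100% = no-enzyme wells; nearly all actives have a fitted effect of over 60% in size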
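In TEA buffer at pH 8.0 with 5 mM MgCl2, enzyme (1.25 nM) converted F6P (0.5 mM) and ATP (0.1 mM) for 45 min at room temperature. ADP product was read by luciferase luminescence.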
NPC1 promoter act – activates the NPC1 promoter; Huh7 NPC1 promoter luciferase reporter, 24 h; Potency, µM (doses to about 9.22 µM), inactives show top-dose activation, usual class: activators; 2.4% of 320,000 active; AID 485313;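 note: potency is the fitted concentration of half-maximal effect; % of control where 0% means no effect; nearly all actives have a fitted effect of over 60% in size; reporter is driven by a mutant NPC1 promoter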
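Readout is luciferase luminescence, reflecting NPC1 promoter activation in stably transfected Huh7 cells after 24 h compound exposure at 37 °C in reduced-serum medium with 10% FBS.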
Coupling enz – counter-screen for Giardia aldolase inhibitors: coupling enzyme system; coupling enzyme system counterscreen, AmpLite Red fluorescence; activity change, negative = inhibition, % at 58.2 µM, hits read low; 0.67% of 290,000 active; in the data active = activity change below about -30%; note: % is set by controls: 0 for no effect and ±100 for the full control effect
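Fluorescence at 525 nm excitation and 598 nm emission measured inhibition of the coupled detection system without aldolase. Compounds (at 57.5 uM final) were preincubated 10 min at room temperature with coupling enzyme reagent before a 20 min substrate/AmpLite Red step.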
RORg inh – ROR gamma (mouse) transcription inhibition | Potency, µM (series often up to 53.6 µM), inactives show at the highest dose activity change, negative = inhibition, most hits filed as inhibitors | Drosophila S2 Gal4-RORgamma UAS-luciferase reporter, 20 h | P51450 | 5.4% of 310,000 active; note: potency is the fitted concentration of half-maximal effect; % is set by controls: 0 for no effect and ±100 for the full control effect; nearly all actives have a fitted effect of over 60% in size
Target sequence (P51450 whole entry, looked up, the tested form may be a part): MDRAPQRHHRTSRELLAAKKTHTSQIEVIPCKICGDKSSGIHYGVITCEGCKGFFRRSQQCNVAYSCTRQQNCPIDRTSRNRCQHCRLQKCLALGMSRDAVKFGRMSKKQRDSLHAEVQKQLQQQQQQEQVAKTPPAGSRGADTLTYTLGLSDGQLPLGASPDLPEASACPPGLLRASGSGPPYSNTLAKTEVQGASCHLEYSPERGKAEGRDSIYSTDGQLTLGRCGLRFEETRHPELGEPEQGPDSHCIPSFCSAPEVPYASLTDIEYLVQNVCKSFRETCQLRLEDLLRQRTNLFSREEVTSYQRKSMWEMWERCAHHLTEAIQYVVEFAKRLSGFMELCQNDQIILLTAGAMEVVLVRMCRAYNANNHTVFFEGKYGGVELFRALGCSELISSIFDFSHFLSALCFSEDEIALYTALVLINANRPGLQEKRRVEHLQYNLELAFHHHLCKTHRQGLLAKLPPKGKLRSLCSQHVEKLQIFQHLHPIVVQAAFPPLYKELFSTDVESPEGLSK
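Stable Schneider cell line, Gal4 DNA-binding domain fused to ROR gamma, UAS-luciferase. Cmpd 1 hr RT → CuSO4 700 uM final → 20 hr RT → luciferase reagent 10 min → luminescence.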
Numbers without * were called inactive; ? = inconclusive; / = no result given; [ ] = remark or other dose. Unless noted, calls come from the whole dose curve; as a rule, active = well fitted curve in the direction sought with a large enough effect; inconclusive = small, poorly fitted or top-dose-only effect, or another doubt; inactive = no such curve, though single readings can be large; an effect the other way counts as inactive or inconclusive.

SMILES	Giardia killer	KCNH2 3.1 inh	ELG1 genotoxic	Gal4-VP16 FLuc	FLuc counter	uPA generation	Rab9 prom act	Tb PFK block	NPC1 promoter act	Coupling enz	RORg inh
Cc1ccc(Nc2cc(C)nc3nc(C)nn23)cc1	10	9	2%	-10%	-1%	-5%	-7%	-3%	-3%	1	-15%
Cc1ccc(C(=O)Cc2cc3ccccc3oc2=O)c(C)c1	-6	-4	?	-27%	3µM*	-83%	0.79µM*	-3%	1.4µM*	-1	-29%
Cc1ccc(C(C(=O)NCC2CCCO2)N(C(=O)c2snc(C(N)=O)c2N)c2ccc(C)c(C)c2)o1 (stereo not given)	-4	-20	7%	-9%	1%	/	5%	-3%	3%	0	-1%
Oc1ccc(Cl)cc1C1=NNC(c2cccs2)C1 (stereo not given)	-15	21	-16%	?	?	-5%	7%	0%	-5%	-2	5µM*
CC(C(=O)NCc1ccco1)n1ccc2cc(S(=O)(=O)N3CCCCC3)ccc21 (stereo not given)	3	12	-3%	-2%	1%	-2%	1%	1%	-4%	-1	1%
O=C(CCn1c(=O)oc2ccc(Cl)cc21)N1CCN(c2ccccc2)CC1	-25	-9	0%	-1%	0%	4%	0%	6%	-6%	1	17%
CCOC(=O)c1c(C)[nH]c(C(=O)N/N=C\c2ccccc2Cl)c1C	4	1	16%	?	-17%	-10%	-1%	3%	18%	1	8.9µM*
c1ccc(-c2nn[nH]n2)cc1	2	-1	0%	3%	4%	3%	-1%	1%	-2%	2	-11%
CC1=NNC(=O)c2ccccc2O1	-4	15	2%	?	-10%	0%	-3%	-2%	-1%	-1	?
COC(=O)C(Cc1ccccc1)NC(=O)c1ccc(NS(=O)(=O)c2ccc3[nH]c(=O)[nH]c3c2)cc1 (stereo not given)	-16	3	1%	/	0%	11%	-2%	-2%	0%	/	/
CC(=O)Nc1ccc(S(=O)(=O)Nc2nc(CN3CCOCC3)nc3sc4c(c23)CCCC4)cc1	-23	8	-1%	18%	2%	-2%	-4%	-4%	-2%	6	-2%
COc1ccccc1/C=N/N(C(C)=O)c1nc(-c2ccc(F)cc2)cs1	-7	-5	?	24%	0%	1%	6.3µM*	-4%	?	4	-8%
COc1ccc(CC(=O)N[C@@H]2c3ccccc3CC[C@@H]2OCc2ccccc2)cc1	4	-5	-4%	/	/	6%	/	-4%	/	/	/
O=C(NNc1c2ccccc2nc2ccccc12)C12CC3CC(CC(C3)C1)C2	2	-3	7%	?	1%	3%	-2%	-5%	-1%	0	?
C=CCC[C@@H](Cc1ccc(F)cc1)C(=O)OC[C@H](C)NC(=O)[C@@H](CC=C)CC(=O)N[C@@H](CO)Cc1ccccc1	7	-14	-1%	/	/	0%	/	-1%	/	/	/
Cc1ccc(Cn2ccc(O)c(Cc3ccccc3)c2=O)cc1	3	0	?	3%	-2%	-1%	-13%	4%	-9%	2	3%
CCCCN(C(=O)CNC(=O)c1cccs1)C(C(=O)NC1CCCC1)c1ccncc1 (stereo not given)	16	1	5%	4%	7.6µM*	4%	-4%	11%	0%	-22	37%
COc1ccc(-c2cc(C(=O)N3CCCCC3)no2)cc1OC	3	-5	?	-3%	?	/	?	4%	?	2	18%
Cc1cccc(CCNC(=O)c2cccc(N3CCCC3=O)c2)c1	1	10	?	-15%	11µM*	16%	2.5µM*	1%	1.4µM*	/	10µM*
CCC(C)NCCOc1ccc(C(C)(C)c2ccccc2)cc1 (stereo not given)	-8	17	0%	-9%	1%	-5%	-1%	-24%	4%	-8	5%
O=C(CCCn1c(=S)[nH]c2ccsc2c1=O)NCCc1ccccc1	1	17	4%	?	3%	7%	0%	-1%	1%	/	?
COc1ccc(OC)c(NC(=O)c2ccno2)c1	26	8	11%	-5%	-11%	-1%	-1%	-5%	-4%	1	3%
CCCc1cc(NCCCn2ccnc2)n2nc(C)c(-c3ccccc3)c2n1	5	-19	-4%	-3%	5%	-3%	1%	3%	-10%	-1	?
COc1ccc(-n2nc(C(=O)NCC(=O)NC3CCCC(C)C3C)c3ccccc3c2=O)c(OC)c1 (stereo not given)	5	-10	3%	-11%	-17%	10%	4%	4%	-3%	1	-33%
O=C(C1=C(O)C(=O)N(Cc2ccco2)C1c1cccc(Cl)c1)c1ccco1 (stereo not given)	-26	-6	-3%	-9%	8%	3%	3%	1%	-1%	/	27%
SMILES	Giardia killer	KCNH2 3.1 inh	ELG1 genotoxic	Gal4-VP16 FLuc	FLuc counter	uPA generation	Rab9 prom act	Tb PFK block	NPC1 promoter act	Coupling enz	RORg inh
COC(=O)Cc1c(C)c2ccc(OCC(=O)N3CCCC3)c(C)c2oc1=O	3	15	-6%	-4%	6%	12%	4%	3%	1%	/	1%
O=C(Nc1ccc(Cl)cc1C(=O)NCc1cccnc1)c1ccco1	-2	5	-1%	-2%	0%	/	0%	-14%	4%	-1	24%
N#C/C(=N/Nc1ccccc1F)C(=N)N1CCOCC1	0	11	5%	19%	-20%	-5%	23%	-2%	23%	2	13%
Cc1ccc2sc(NNC(=O)c3cc(-c4cccs4)nc4ccccc34)nc2c1C	/	/	-3%	18µM*	5%	/	-7%	-4%	-3%	1	4.5µM*
CSc1cccc(CN2CCN(CCC(C)C)C(CCO)C2)c1 (stereo not given)	1	0	-2%	-1%	-1%	1%	5%	-1%	-1%	5	0%
Cc1cc(Br)cc(/C=N/NC(=O)c2ccc3c(c2)OCO3)c1O	37[activator]	-28	13%	3.5µM*	?	?	-6%	3%	-30%	0	2.5µM*
O=C(CN1C(=O)NC2(CCOc3ccccc32)C1=O)c1ccc[nH]1 (stereo not given)	29	-4	6%	/	1%	-25%	-4%	0%	0%	/	/
CC(=O)Nc1cccc(NC(=S)Nc2ccc(F)cc2F)c1	7	6	-3%	-13%	0%	2%	0%	4%	-2%	-27	20%
COc1ccc(/C=N/Nc2nc(Nc3ccccc3)nc(N3CCCCC3)n2)c(OC)c1	-11	-5	-2%	11µM*	6.7µM*	1%	-3%	10%	-2%	-6	3.2µM*
O=C(Nc1c(Cl)ccc2nsnc12)c1cccnc1	10	-19	0%	-3%	-1%	13%	2%	0%	-1%	-3	5%
Cc1cc(C)c2nc(N3CCCC3)c(C#N)cc2c1	-24	0	2%	0%	?	2%	3%	-1%	-2%	2	0%
COc1ccc(CCC(=O)N(C)CC(=O)Nc2ccc(Cl)c(C(F)(F)F)c2)cc1	14	/	-8%	-16%	1%	4%	-3%	0%	-2%	/	?
O=C(CSc1nc2ccccc2s1)N1N=C(c2cccs2)CC1c1ccc(F)cc1 (stereo not given)	1	-47	0%	-25%	5%	4%	0%	0%	0%	0	-32%
COc1ccc(CCNC(=O)CN2C(=O)CCSc3ccccc32)c(OC)c1	-9	-1	-2%	4%	0%	2%	2%	0%	3%	3	-13%
CC/C(=N\NC(=S)Nc1ccc(OC)cc1)c1ccc(OC(F)F)cc1	-7	-29	-1%	?	4%	14%	-8%	-5%	-2%	1	13µM*
O=C(CSc1ccccc1)NC1CCCCCCC1	-10	3	?	5%	?	-3%	?	3%	?	3	?
CCC(OC(=O)c1cccs1)C(=O)NCc1ccc(C)cc1 (stereo not given)	18	-2	5%	-14%	-3%	3%	-1%	0%	-1%	2	31%

Entries of single compounds as entered above. Order of values: Giardia killer	KCNH2 3.1 inh	ELG1 genotoxic	Gal4-VP16 FLuc	FLuc counter	uPA generation	Rab9 prom act	Tb PFK block	NPC1 promoter act	Coupling enz	RORg inh
Shown for `N#C/C(=N/Nc1ccccc1F)C(=N)N1CCOCC1` → 0	11	5%	19%	-20%	-5%	23%	-2%	23%	2	13%
Shown for `COC(=O)Cc1c(C)c2ccc(OCC(=O)N3CCCC3)c(C)c2oc1=O` → 3	15	-6%	-4%	6%	12%	4%	3%	1%	/	1%
Shown for `O=C(CSc1nc2ccccc2s1)N1N=C(c2cccs2)CC1c1ccc(F)cc1` (stereo not given) → 1	-47	0%	-25%	5%	4%	0%	0%	0%	0	-32%
Shown for `COc1ccc(CCC(=O)N(C)CC(=O)Nc2ccc(Cl)c(C(F)(F)F)c2)cc1` → 14	/	-8%	-16%	1%	4%	-3%	0%	-2%	/	?
Shown for `CC/C(=N\NC(=S)Nc1ccc(OC)cc1)c1ccc(OC(F)F)cc1` → -7	-29	-1%	?	4%	14%	-8%	-5%	-2%	1	13µM*

Compounds were not picked by outcome; about 14% have a hit in one of these screens.
